Screens (PubChem BioAssay)
BCR signal inh = inhibitors of chronic active B-cell receptor signaling. ABC-DLBCL IkBa-CBG/CBR reporter, luminescence ratio, 4 h. Potency, µM (top dose mostly 46.1 µM), for inactives: at the top dose ratio change, negative = lower green/red ratio, actives largely listed as inhibitors. hit rate 0.05% among 340,000. AID 493014; active = well fitted inhibition curve with a large enough effect in the signal ratio, with a control signal flat, not every such curve was filed as active; inconclusive = small, poorly fitted or top-dose-only effect, or effect the other way, or a change in a side signal; the % refers to the signal ratio;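 note: potency is the fitted concentration of half-maximal effect; plate controls were basal doxycycline-induced cells for no effect and cells given 10 µM MG132 for full effect; MG132 reads +100%, hits lower the ratio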
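Compounds up to 46 uM were incubated four hours with TMD8 cells whose green CBG68 luciferase is fused to IkappaBalpha; red CBR luminescence normalised the signal, and concentration-effect curves were fitted to fusion, red and ratio data.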
KCNH2 3.1 block = inhibitors of human KCNH2 3.1 potassium channel isoform; U2OS KCNH2 3.1, thallium flux FluxOr; hits give low values; activity change, % (tested at about 1.8 µM); hit rate 0.95% among 340,000;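 active = maximum activity change below -70%; inconclusive = maximum activity change from -70% to -50%; inactive = maximum activity change above -50%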;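 note: thallium influx rate constant from kinetic fluorescence after stimulation buffer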
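Steps: virus added to U2OS suspension (4 h, RT, dark); medium with 10% FBS added, cells plated, 37 C overnight; FluxOr/Red40 loading buffer 45 min RT; stimulation buffer, 2 min kinetic read; rate constant normalized.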
USP2a inh = USP2a (human) protease inhibition; O75604; USP2 core, Ub-CHOP2 coupled fluorogenic reporter, 485/531; Potency, µM (highest dose often 38.3 µM), for inactives: at the top dose activity change, negative = inhibition, most hits filed as inhibitors; hit rate 0.01% among 330,000; AID 463254;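 note: potency is the fitted concentration of half-maximal effect; plate controls were DMSO wells for no effect and full inhibition by NEM control for full effect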
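Cell-free coupled assay: 10nM USP2 core preincubated 30min RT with compound in Tris-HCl pH 8.0/CaCl2/CHAPS buffer, then 25nM Ub-CHOP2 and 25nM reporter substrate; fluorescence (Ex 485/Em 531) read after 60min RT, normalized to NEM inhibition, concentration-response curves fitted.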
B2AR arrestin = recruits beta-arrestin to the human beta2-adrenergic receptor. P07550. beta-arrestin recruitment to beta2AR, cell-based reporter. Potency, µM (titrated, usually from 46.1 µM), for the others: at the top dose activation, hits mostly activators. hit rate 0.02% among 330,000;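 note: potency is the fitted concentration of half-maximal effect; 0% = DMSO controls and full agonism = EC100 isoproterenol or metaproterenol; nearly all actives have a fitted effect of over 65% in size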
Target sequence (P07550 whole entry, looked up): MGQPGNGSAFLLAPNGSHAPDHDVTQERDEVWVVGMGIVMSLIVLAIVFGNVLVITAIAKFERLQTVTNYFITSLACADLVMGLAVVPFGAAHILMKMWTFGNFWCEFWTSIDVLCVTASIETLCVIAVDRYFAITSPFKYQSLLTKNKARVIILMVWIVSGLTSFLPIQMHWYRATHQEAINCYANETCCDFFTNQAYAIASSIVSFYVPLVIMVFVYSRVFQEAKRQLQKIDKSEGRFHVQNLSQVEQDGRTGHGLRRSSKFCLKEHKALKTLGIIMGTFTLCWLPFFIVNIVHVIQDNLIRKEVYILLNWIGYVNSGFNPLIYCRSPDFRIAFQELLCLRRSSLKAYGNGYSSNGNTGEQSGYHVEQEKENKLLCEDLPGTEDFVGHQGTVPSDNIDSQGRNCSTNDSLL
uPA generation = blocks generation of uPA at the cell surface. cell surface uPA generation assay, qHTS. Potency, µM (titrated, usually from 38.3 µM), for the others: top-dose activity change, negative = inhibition, hits mostly inhibitors. hit rate 0.31% among 330,000. AID 540303; active = well fitted inhibition curve with a large enough effect; inconclusive = small, poorly fitted or top-dose-only effect; inactive = no such curve, though single readings can be large or run the other way; tested in mouse RAW 264.7 cells; note: potency is the fitted concentration of half-maximal effect; nearly all actives have a fitted effect of over 55% in size
Coupling enz = coupling enzyme interference in Giardia aldolase counter-screen | coupling enzyme system counterscreen, AmpLite Red fluorescence | activity change, negative = inhibition, % at 58.2 µM, hits read low | hit rate 0.67% among 290,000 | AID 2472; in the data active = activity change below about -30%
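Counterscreen lacking aldolase: glyceraldehyde-3-phosphate coupling-enzyme reagent preincubated 10 min at RT with compound (at 57.5 uM final), then substrate/coupling system with AmpLite Red added; fluorescence read at 525/598 nm after 20 min RT.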
PKM2 activator = increases activity of human pyruvate kinase M2; P14618; purified PKM2, Kinase-Glo ATP luminescence, activation; response scale: 0% is enzyme alone, no compound; hit rate 0.34% among 260,000; AID 1631; Potency, µM (top dose mostly 57.5 µM), without a hit: top-dose activation, actives largely listed as activators; note: potency is the fitted concentration of half-maximal effect; nearly all actives have a fitted effect of over 55% in size
Target sequence (P14618 whole entry, looked up): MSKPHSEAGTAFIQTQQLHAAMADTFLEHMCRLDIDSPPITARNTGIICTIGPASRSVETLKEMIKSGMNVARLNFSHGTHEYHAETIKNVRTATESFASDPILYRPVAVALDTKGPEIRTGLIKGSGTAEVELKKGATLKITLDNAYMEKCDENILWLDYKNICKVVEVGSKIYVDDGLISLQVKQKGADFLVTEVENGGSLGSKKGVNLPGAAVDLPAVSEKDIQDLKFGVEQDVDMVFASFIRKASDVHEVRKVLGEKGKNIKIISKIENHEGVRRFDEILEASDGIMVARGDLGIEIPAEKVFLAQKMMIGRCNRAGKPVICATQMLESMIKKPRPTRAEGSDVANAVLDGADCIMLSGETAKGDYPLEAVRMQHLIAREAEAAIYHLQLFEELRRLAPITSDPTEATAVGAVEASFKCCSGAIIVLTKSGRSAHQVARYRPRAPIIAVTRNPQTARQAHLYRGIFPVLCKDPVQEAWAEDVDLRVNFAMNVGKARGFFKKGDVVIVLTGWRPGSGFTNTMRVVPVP
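Purified hPK-M2 (>95% pure) converted ADP (0.1 mM final) to ATP with 0.5 mM PEP in 50 mM imidazole pH7.2, KCl, MgCl2, Tween 20, BSA; 1 h at room temperature. ATP detected by Kinase-Glo luminescence.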
Giardia kill = Giardia lamblia killing; Giardia lamblia trophozoite viability; activity change, % at 7.66 µM, hits read low; hit rate 0.15% among 340,000; AID 540267; in the data active = activity change below about -80%; inconclusive = between about -30% and that limit;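 note: parasites exposed to compound for two days anaerobically before the ATP read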
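Killing of trophozoites was scored by loss of ATP luminescence after a 48 hrs anaerobic exposure to compounds at 37 deg C, using 100 cells per well.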
Eya2 inh = blocks the phosphatase activity of human Eya2. recombinant Eya2, OMFP fluorescence dephosphorylation (OMFP is methylfluorescein phosphate). Potency, µM (titrated, usually from 76.9 µM), without a hit: at the highest dose activity, negative = inhibition, most hits filed as inhibitors. hit rate 0.006% among 330,000. AID 488837; note: potency is the fitted concentration of half-maximal effect
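Eya2 (0.2 uM) preincubated 10 min at ambient with compound, then OMFP substrate added at 50 uM; 10 min reaction in 50 mM HEPES pH 7.5, 50 mM NaCl, 5 uM MgCl2, 0.05% BSA, 1 mM DTT. Fluorescence read at Ex 485/Em 525 nm.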
KCNH2 WT inh = blocks the wildtype human KCNH2 potassium channel. activity change, % at 1.84 µM. U2OS, BacMam KCNH2, thallium flux FluxOr; hits give low values. hit rate 0.37% among 340,000. Q12809;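 active = maximum activity change below -70%; inconclusive = maximum activity change between -70% and -50%; inactive = maximum activity change above -50%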
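U2OS cells were transduced with wild-type KCNH2 virus (2.03 x 10^8 / mL) for 4 h at room temperature, then cultured overnight at 37 C. Thallium flux was read with FluxOr dye. Rate constants were normalized to DMSO controls.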
GALK inhibitor = inhibitors of human galactokinase; P51570; Potency, µM (series often up to 57.5 µM), inactives show at the highest dose activity change, negative = inhibition, actives largely listed as inhibitors; hit rate 0.007% among 270,000; AID 1868; Purified GALK, Kinase-Glo residual ATP luminescence; note: potency is the fitted concentration of half-maximal effect
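Compounds were pin-transferred into ATP buffer (35 uM final), then GALK plus galactose (5 nM, 100 uM final) was added. After 1 h at room temperature, Kinase-Glo Plus was added and luminescence read after 10 min.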
The depositor's hits bear a star; i = inactive; ? = inconclusive; · = no result given; [ ] = dose if it differs, or a comment. Unless noted, calls come from the whole dose curve; as a rule, active = well fitted curve in the direction sought with a large enough effect; inconclusive = small, poorly fitted or top-dose-only effect, or another doubt; inactive = no such curve, though single readings can be large; an effect the other way counts as inactive or inconclusive. Unless noted, % is set by controls: 0 for no effect and ±100 for the full control effect. Rows were taken by chance; overall some 2.4% were active at least once.

A first look, eight compounds:
SMILES	BCR signal inh	KCNH2 3.1 block	USP2a inh	B2AR arrestin	uPA generation	Coupling enz	PKM2 activator	Giardia kill	Eya2 inh	KCNH2 WT inh	GALK inhibitor
Cc1snc(S(=O)(=O)/C(C#N)=N/Nc2cccc(C(F)(F)F)c2)c1C#N	?	5	0%	0.0%	5%	10	8%	-6	-4%	6	28µM*
COc1cc(NC(=O)Cc2ccccc2)ccc1NC(=O)c1ccco1	9%	-8	4%	-0.1%	2%	0	1%	1	-10%	-16	1%
CC1=C(C(=O)OCc2ccccc2)C(c2cccc3ccccc23)NC(=O)N1CCCC(=O)O (stereo unspecified)	-9%	11	2%	0.0%	-2%	·	·	-19	6%	-3	·
Cc1cc(OCCCN2CCCC2)ccc1Cl	3%	-10	0%	-0.5%	-10%	2	0%	4	-4%	17	5%
Cc1ccc(OCCOC(=O)c2sc(=S)n(C)c2C)cc1	?	-1	-1%	-0.6%	-2%	6	3%	-13	-5%	7	13%
Nc1nnc(Cc2ccc(Cl)cc2)s1	13%	5	2%	-1.1%	-1%	-2	-1%	18	-15%	15	1%
CC(C)C(=O)Nc1cccc(NC(=O)c2cccc(Br)c2)c1	?	11	5%	0.1%	5%	-5	-3%	-25	0%	i	-3%
COc1ccc(-c2cc(C(=O)N3CCN(S(=O)(=O)c4ccc(C)cc4)CC3)[nH]n2)cc1	4%	-4	1%	0.1%	-13%	-1	5%	-5	8%	-6	·

The list itself, from the start:
SMILES	BCR signal inh	KCNH2 3.1 block	USP2a inh	B2AR arrestin	uPA generation	Coupling enz	PKM2 activator	Giardia kill	Eya2 inh	KCNH2 WT inh	GALK inhibitor
Cc1snc(S(=O)(=O)/C(C#N)=N/Nc2cccc(C(F)(F)F)c2)c1C#N	?	5	0%	0.0%	5%	10	8%	-6	-4%	6	28µM*
COc1cc(NC(=O)Cc2ccccc2)ccc1NC(=O)c1ccco1	9%	-8	4%	-0.1%	2%	0	1%	1	-10%	-16	1%
CC1=C(C(=O)OCc2ccccc2)C(c2cccc3ccccc23)NC(=O)N1CCCC(=O)O (stereo unspecified)	-9%	11	2%	0.0%	-2%	·	·	-19	6%	-3	·
Cc1cc(OCCCN2CCCC2)ccc1Cl	3%	-10	0%	-0.5%	-10%	2	0%	4	-4%	17	5%
Cc1ccc(OCCOC(=O)c2sc(=S)n(C)c2C)cc1	?	-1	-1%	-0.6%	-2%	6	3%	-13	-5%	7	13%
Nc1nnc(Cc2ccc(Cl)cc2)s1	13%	5	2%	-1.1%	-1%	-2	-1%	18	-15%	15	1%
CC(C)C(=O)Nc1cccc(NC(=O)c2cccc(Br)c2)c1	?	11	5%	0.1%	5%	-5	-3%	-25	0%	i	-3%
COc1ccc(-c2cc(C(=O)N3CCN(S(=O)(=O)c4ccc(C)cc4)CC3)[nH]n2)cc1	4%	-4	1%	0.1%	-13%	-1	5%	-5	8%	-6	·
Cc1ccccc1S(=O)Cc1ccc(C(=O)NC2CCN(Cc3ccccc3)CC2)o1 (stereo unspecified)	-6%	3	3%	-0.8%	-3%	·	·	-14	-1%	7	-5%
CCOC(=O)c1[nH]c2ccc(Br)cc2c1NC(=O)CCN1CCOCC1	?	7	3%	-0.3%	11%	0	0%	-14	11%	23	8%
CCN1/C(=C/C(C)=C/c2sc3ccccc3[n+]2CC)Sc2ccccc21	-11%	8	-7%	-0.1%	-14%	1	-54%	-6	?	3	11%
Cc1cccc(-c2noc(CCCC(=O)Nc3ccc(C(N)=O)cc3)n2)c1	?	-1	2%	-0.1%	·	2	-2%	4	-13%	1	2%
COC(=O)c1cc(Cl)c(NC(=O)/C=C/c2ccc(OC)cc2)cc1OC	-1%	?	1%	3.4%	-5%	-2	-4%	11	1%	-20	·
CSc1ccc(OCC(=O)Nc2ccc(N3CCOCC3)c(Cl)c2)cc1	2%	-12	-2%	0.1%	8%	-2	-1%	16	6%	-1	-3%
CC1C(=O)Nc2ccccc2N1C(=O)C1CC1 (stereo unspecified)	5%	3	1%	0.3%	1%	0	-12%	6	7%	0	1%
CCC(=O)Nc1ccc2c(c1)nc(CCN1CCC(C)CC1)n2C	3%	-5	-2%	-0.2%	1%	-1	·	9	-5%	6	2%
CCN(c1ccccc1)S(=O)(=O)c1cc(CN2C(=O)c3cccnc3C2=O)ccc1OC	-8%	9	4%	0.4%	7%	2	·	16	-4%	14	2%
Cc1c(C(=O)c2ccccc2C(=O)O)sc2ccccc12	7%	-4	-2%	-0.4%	1%	0	·	-14	-3%	6	-1%
O=C(/C=C/c1ccc2c(c1)OCO2)Nc1c(C(=O)O)[nH]c2ccccc12	?	1	-7%	?	-6%	1	-12%	-3	5%	8	-4%
Cc1ccc(C(=O)N/C(=C/c2ccc(-c3cccc([N+](=O)[O-])c3)o2)C(=O)NC(C)(C)C)cc1	10%	-41	1%	-1.2%	-1%	-9	-4%	-7	-8%	-9	0%
O=C(/C=C/N1CCOCC1)c1cc2ccccc2o1	0%	4	1%	0.3%	-7%	5	-3%	-18	-37%	-4	1%
CNC(=S)NCCCc1ccccc1	-2%	-11	6%	-0.1%	0%	2	-10%	25	?	-1	1%
O=C(CC(=O)N/N=C/c1ccccc1O)NCc1cccnc1	8%	25	2%	0.0%	0%	-1	-15%	4	6%	-6	-2%
c1cncc(Oc2cccc(Oc3cccnc3)c2)c1	8%	·	0%	0.1%	2%	-3	1%	-17	0%	-5	-1%
FC(F)(F)c1cccc(Cc2noc(CN3CCC(c4ccncc4)CC3)n2)c1	0%	-4	-1%	0.0%	-9%	2	-1%	13	-2%	14	-1%
COc1cccc(-n2c(C)c(C(C)=O)c(C(C)=O)c2C)c1	-3%	-14	-1%	-0.2%	1%	-2	-4%	-1	13%	-2	0%
CCn1cc(C(=O)O)c(=O)c2cc(F)c(N3CCN(C(=S)NC(=O)c4c(OC)cccc4OC)CC3)cc21	-4%	3	1%	-0.2%	2%	0	·	2	-18%	5	1%
CCOC(=O)CNc1nc(-c2ccncc2)nc2ccccc12	-1%	-12	1%	0.1%	7%	-2	0%	6	-10%	-2	-4%
CCc1nc(NCCO)c(C#N)c2c1CCCC2	-5%	4	1%	-0.4%	5%	4	0%	?	?	2	-2%
COC(=O)c1c(NC(=O)CN2C(=O)NC3(CCCCC3C)C2=O)sc2c1CCC2 (stereo unspecified)	0%	1	-2%	0.3%	?	·	·	-26	5%	-10	·
COc1cccc(CNC(=O)C(C(=O)NCc2cccc(OC)c2)c2ncc(C(F)(F)F)cc2Cl)c1	-3%	-4	-1%	0.4%	-3%	2	-1%	-14	12%	10	8%
CCCCc1cc2c(s1)CCCC/C2=N/O	?	-5	4%	7.3%	4%	2	10%	-15	0%	0	·
NC(=O)CSc1nc2cccnc2n1-c1ccc(F)cc1	0%	3	0%	-0.6%	-6%	6	17%	-8	-11%	-2	-6%
NC(CO)C(O)c1ccc([N+](=O)[O-])cc1 (stereo unspecified)	-10%	10	4%	0.5%	8%	-1	-2%	-3	4%	6	1%
Cc1ccc(OCCOC(=O)CN2C(=O)NC3(CCCC3)C2=O)cc1	5%	5	-1%	0.3%	-7%	·	·	35[activator]	-5%	-3	·
CCN(C(=O)N(CC)c1ccccc1)c1ccccc1	-4%	-11	0%	-1.8%	10%	·	·	?	-27%	3	·
CC(C)(C)NC(=O)CSc1nc(-c2ccccc2)cc(=O)[nH]1	7%	0	2%	0.2%	3%	1	2%	3	-10%	-1	1%
CCOC(=O)c1c(C)[nH]c(C(=O)OCc2c(C)noc2C)c1C	?	6	-1%	-0.5%	-9%	2	-1%	3	-13%	-1	6%
CCNC(=S)/N=C(/Nc1ccc(OC)cc1)Nc1nc(C)cc(C)n1	-21%	10	2%	-0.4%	2%	1	-2%	-6	16%	0	8%
Cc1cccc(N2CCN(C(=O)N3CCCCC3)CC2)c1C	3%	-26	2%	-1.0%	8%	3	·	5	10%	-3	0%
CCN(CC)C(=O)C(C)N(C#N)c1nc(Cl)nc(N(C)C)n1 (stereo unspecified)	16%	-7	3%	5.7%	-7%	0	0%	-18	3%	-2	-1%
COc1ccc(NC(=S)NCCCN2CCCC2)cc1Cl	-3%	-16	1%	0.0%	1%	1	3%	1	-4%	-16	2%
CC(O)C(O)C(O)C(O)/C=N/NC(=O)c1ccccc1 (stereo unspecified)	?	-11	5%	0.1%	4%	0	0%	9	1%	-8	-1%
